# Screens (PubChem)
# p97 ATPase inh: inhibitors of human p97 ATPase, primary screen, biochemical; hit rate 0.42% among 220,000; inhibition, % at 8 µM; Transitional endoplasmic reticulum ATPase (Homo sapiens), P55072; recombinant p97 ATPase, Kinase-Glo ATP luminescence, 3 h; AID 1481, 2009; in the data active means inhibition above about 15%;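 further: 0% = DMSO vehicle and 100% = wells lacking enzyme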
# FXIIa inh 1536: human FXIIa protease inhibitors, primary screen, biochemical, 1536-well | Coagulation factor XII (Homo sapiens), P00748 | purified FXIIa, Boc-QGR-AMC fluorogenic substrate, 2 h | inhibition, % at 5 µM | hit rate 0.3% among 220,000 | AID 800, 2007; in the data active means inhibition above about 40%;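 further: 0% = enzyme with no compound and 100% = blank without enzyme; many of its hits are not listed in these tables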
# Target sequence (P00748 20-372 limits assumed): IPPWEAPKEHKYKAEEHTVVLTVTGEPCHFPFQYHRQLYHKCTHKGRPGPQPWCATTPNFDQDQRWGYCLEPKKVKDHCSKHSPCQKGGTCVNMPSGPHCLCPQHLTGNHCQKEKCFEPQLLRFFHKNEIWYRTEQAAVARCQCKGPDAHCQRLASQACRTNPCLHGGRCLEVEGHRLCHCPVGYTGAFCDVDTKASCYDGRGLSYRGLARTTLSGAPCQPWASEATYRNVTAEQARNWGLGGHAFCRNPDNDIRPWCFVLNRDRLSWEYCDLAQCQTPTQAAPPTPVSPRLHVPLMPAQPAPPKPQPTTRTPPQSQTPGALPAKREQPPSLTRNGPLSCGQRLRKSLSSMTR
# Target sequence (P00748 373-615 limits assumed): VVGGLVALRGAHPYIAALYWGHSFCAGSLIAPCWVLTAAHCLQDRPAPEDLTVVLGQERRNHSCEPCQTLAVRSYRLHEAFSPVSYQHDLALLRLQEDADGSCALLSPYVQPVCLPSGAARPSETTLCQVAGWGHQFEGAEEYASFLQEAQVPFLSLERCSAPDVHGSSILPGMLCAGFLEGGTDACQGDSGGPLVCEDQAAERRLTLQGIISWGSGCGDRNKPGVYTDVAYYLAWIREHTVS
# 14-3-3 Bad PPI: inhibitors of 14-3-3 zeta/Bad binding, primary screen, biochemical, TR-FRET, bovine 14-3-3 zeta. TR-FRET 14-3-3zeta/Dy647-pBad peptide displacement, 1 h. AID 781, 2007. inhibition, % at 21.7 µM. 14-3-3 protein zeta/delta (Bos taurus), P63103. hit rate 0.71% among 220,000;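 active means inhibition above about 70%, limit read from the data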;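 further: 0% = full 14-3-3 plus peptide FRET controls and 100% = background without 14-3-3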
# MDM2 E3 inh: MDM2-luciferase reporter signal enhancers, primary screen, MDM2 E3 ligase inhibitor project, cell-based, luminescence, 1536-well; E3 ubiquitin-protein ligase Mdm2 (Homo sapiens), Q00987; cell-based MDM2 ubiquitination luciferase reporter, 2 h; 0 = plate control, 100 = twice control, blank-subtracted; hit rate 0.11% among 210,000; AID 1230, 2008; signal enhancement, % at 5 µM;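 active means signal enhancement of 30% or more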;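 further: luminescence tracks abundance of the self-degrading MDM2-luciferase fusion protein; higher signal means inhibition of MDM2 E3 ligase activity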
#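 test system = mammalian cells stably expressing self-ubiquitinating, self-degrading MDM2 E3–luciferase fusion | quantity = 2000 cells/well | incubation = cell settling 4 h, compound treatment 2 h, both 37 °C | signal = luminescence with SteadyLite reagent, 15 min at room temperature | evaluation = % enhancement relative to plate controls after blank subtraction | benchmarks = plate controls and plate blanks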
# Rad51 HR inh: human RAD51 strand exchange inhibitors, primary screen, biochemical, fluorescence | hit rate 0.085% among 200,000 | hRad51 DNA strand exchange, fluorescence dequenching | AID 1385, 2008 | inhibition, % at 10 µM | DNA repair protein RAD51 homolog 1 (Homo sapiens), Q06609;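 active means inhibition above 40% at the single screening dose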;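 further: 0% = DMSO control wells and 100% = blanks with heterologous ssDNA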
# Target sequence (Q06609 whole entry, looked up): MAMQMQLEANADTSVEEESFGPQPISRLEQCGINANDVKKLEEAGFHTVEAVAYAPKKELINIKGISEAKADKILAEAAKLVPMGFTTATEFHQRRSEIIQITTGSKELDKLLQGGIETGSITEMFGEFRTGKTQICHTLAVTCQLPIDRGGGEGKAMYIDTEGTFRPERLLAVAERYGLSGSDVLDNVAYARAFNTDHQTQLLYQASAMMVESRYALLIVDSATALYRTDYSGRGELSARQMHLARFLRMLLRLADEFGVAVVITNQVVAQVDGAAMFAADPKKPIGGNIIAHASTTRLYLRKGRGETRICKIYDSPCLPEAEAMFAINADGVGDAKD
#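 Test system: preformed human Rad51 ssDNA filaments. Compound dosing: single dose, 10 µM final compound. Incubation: filaments 15 min 37 °C, then compound 30 min. Technique: FRET fluorescence dequenching, excitation 485 nm, emission 520 nm. Read-out basis: percent inhibition from fluorescence, normalised to plate control and blank means. Benchmarks: plate controls and plate blanks.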
# FXIa inh 1536: human FXIa protease inhibitors, primary screen, biochemical, 1536-well | inhibition, % at 5 µM | Coagulation factor XI (Homo sapiens), P03951 | hit rate 0.14% among 220,000 | purified FXIa, Boc-Glu-Ala-Arg-AMC fluorogenic substrate;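 active means inhibition of at least 40%; inactive means inhibition below 40%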;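 further: fluorescence of freed AMC excited at 355 nm; 0% = enzyme without compound and 100% = no enzyme blank; many of its hits are not listed in these tables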
# Wee1 stabilizer: Wee1 degradation inhibitors, primary screen, cell-based, HeLa, Wee1K328M-luciferase, luminescence. Wee1-like protein kinase (Homo sapiens), P30291. HeLa Luc-Wee1K328M stability; 100% = proteasome inhibitor MG132 effect. reporter increase, % at 5 µM. hit rate 1.2% among 220,000. AID 1321, 2008;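 active means activation above the mean of all tested compounds plus 3 SD, set per screening run, cut at about 8.8% in these data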;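 further: cells exposed to compound for 20 h before luminescence read; 0% = DMSO alone and 100% = MG132 at 30 µM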
# KLK5 inh: human KLK5 protease inhibitors, primary screen, biochemical, 1536-well | recombinant hK5, fluorogenic AMC substrate cleavage | hit rate 0.59% among 210,000 | inhibition, % at 5 µM | Kallikrein-5 (Homo sapiens), Q9Y337;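 active means inhibition of 40% or more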;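 further: 0% = enzyme controls without compound and 100% = no-enzyme blanks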
# eIF4E-4G inh: eIF4E–eIF4G protein interaction inhibitors, primary screen, biochemical, uHTS, TR-FRET, eIF4GI fragment; Eukaryotic translation initiation factor 4E (Mus musculus) + Eukaryotic translation …; TR-FRET eIF4E-eIF4GI(517-606) binding, 2 h; inhibition, % at 21.7 µM; hit rate 0.37% among 220,000; AID 782, 2007;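 active means inhibition above about 30%, limit read from the data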;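 further: 0% = full FRET control wells and 100% = background wells lacking eIF4GI fragment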
# Starred values were filed as active, the others as inactive; . = no result given; [ ] = dose if it differs, or a comment.
# Letters: A = p97 ATPase inh; B = FXIIa inh 1536; C = 14-3-3 Bad PPI; D = MDM2 E3 inh; E = Rad51 HR inh; F = FXIa inh 1536; G = Wee1 stabilizer; H = KLK5 inh; I = eIF4E-4G inh
molecule: O=C(COC(=O)c1cc2c(s1)CCCC2)NCc1ccccc1Cl
  A: -4	B: 12	C: -8	D: 1	E: 1	F: 4	G: 0	H: -4	I: 7

molecule: Cc1ccc2cc(CN(Cc3ccc4c(c3)OCO4)Cc3nnnn3Cc3ccco3)c(=O)[nH]c2c1
  A: -1	B: -2	C: -16[fluorescence artefact?]	D: -7	E: 2	F: 3	G: 0	H: -17	I: -22

molecule: O=C(O)c1ccc(NC2=C(n3nnc4ccccc43)C(=O)c3ccccc3C2=O)cc1
  A: 5	B: 7	C: -10	D: -9	E: .	F: 0	G: 1	H: 0	I: 0

molecule: CN(C)c1nc(SCCOC(=O)COc2ccc(Cl)cc2Cl)nc(N(C)C)n1
  A: -9	B: -5	C: 13[fluorescence artefact?]	D: -17	E: .	F: -11	G: 3	H: -4	I: 3[fluorescence artefact?]

molecule: Cc1no[n+]([O-])c1COc1ccc(/C=C2\NC(=S)NC2=O)cc1
  A: -6	B: 29	C: 12	D: -12	E: -1	F: 19	G: 0	H: -7	I: 1[fluorescence artefact?]

molecule: COc1ccc(CCN=C(N)NS(=O)(=O)c2cccs2)cc1OC
  A: -1	B: 19	C: -4	D: -23	E: .	F: 7	G: 0	H: 13	I: 0

molecule: CC1(C)SC(=S)N(/N=C/c2ccc(O)cc2)C1N(O)C(=O)Nc1ccc([N+](=O)[O-])cc1 (stereo not drawn)
  A: 2	B: -5	C: -14[fluorescence artefact?]	D: -22	E: -3	F: -10	G: 1	H: -5	I: 10[fluorescence artefact?]

molecule: CCn1cc(C(=O)NCc2ccco2)c(=O)c2cc(S(=O)(=O)N3CCCC3)ccc21
  A: 0	B: 10	C: 0	D: -12	E: -3	F: 3	G: 0	H: 1	I: 3

molecule: COc1ccc2c3c(c(=O)oc2c1OCC(N)=O)CCCC3
  A: 5	B: 15	C: 7	D: 4	E: -3	F: -5	G: 1	H: -21	I: 5

molecule: CCCc1[nH]n(-c2ccc([N+](=O)[O-])cc2)c(=O)c1C=NCCCn1ccnc1
  A: -3	B: 7	C: 3	D: 2	E: 0	F: -2	G: -2	H: 0	I: 1

# A draw from above in order of count of non-hydrogen atoms, falling.
# Letters: A = p97 ATPase inh; B = FXIIa inh 1536; C = 14-3-3 Bad PPI; D = MDM2 E3 inh; E = Rad51 HR inh; F = FXIa inh 1536; G = Wee1 stabilizer; H = KLK5 inh; I = eIF4E-4G inh
molecule: O=C(O)c1ccc(NC2=C(n3nnc4ccccc43)C(=O)c3ccccc3C2=O)cc1
  A: 5	B: 7	C: -10	D: -9	E: .	F: 0	G: 1	H: 0	I: 0

molecule: O=C(COC(=O)c1cc2c(s1)CCCC2)NCc1ccccc1Cl
  A: -4	B: 12	C: -8	D: 1	E: 1	F: 4	G: 0	H: -4	I: 7

molecule: Cc1no[n+]([O-])c1COc1ccc(/C=C2\NC(=S)NC2=O)cc1
  A: -6	B: 29	C: 12	D: -12	E: -1	F: 19	G: 0	H: -7	I: 1[fluorescence artefact?]

# Reformatted: entries from further up.
compound | p97 ATPase inh | FXIIa inh 1536 | 14-3-3 Bad PPI | MDM2 E3 inh | Rad51 HR inh | FXIa inh 1536 | Wee1 stabilizer | KLK5 inh | eIF4E-4G inh
CN(C)c1nc(SCCOC(=O)COc2ccc(Cl)cc2Cl)nc(N(C)C)n1 | -9 | -5 | 13[fluorescence artefact?] | -17 | . | -11 | 3 | -4 | 3[fluorescence artefact?]
Cc1no[n+]([O-])c1COc1ccc(/C=C2\NC(=S)NC2=O)cc1 | -6 | 29 | 12 | -12 | -1 | 19 | 0 | -7 | 1[fluorescence artefact?]

# Continued:
# Letters: A = p97 ATPase inh; B = FXIIa inh 1536; C = 14-3-3 Bad PPI; D = MDM2 E3 inh; E = Rad51 HR inh; F = FXIa inh 1536; G = Wee1 stabilizer; H = KLK5 inh; I = eIF4E-4G inh
molecule: Cc1cc(C)cc(NC(=O)COC(=O)c2cc(C)oc2C)c1
  A: -8	B: 16	C: -7	D: -11	E: -23	F: 6	G: -3	H: 9	I: -1

molecule: CCN(Cc1ccccc1)CC(O)COc1ccccc1 (stereo not drawn)
  A: -3	B: 14	C: 26[fluorescence artefact?]	D: -14	E: -11	F: 0	G: 1	H: -2	I: -3[fluorescence artefact?]

molecule: CC1=CC(=C(C#N)c2nc3ccccc3s2)C=C(C)N1c1ccc(F)cc1
  A: 1	B: 9	C: 3[fluorescence artefact?]	D: -14	E: -26	F: 0	G: 0	H: -4	I: 6

molecule: O=c1oc2cc(O)c(Cl)cc2c2ccccc12
  A: 4	B: 14	C: -24[fluorescence artefact?]	D: -10	E: -1	F: 4	G: 1	H: -16	I: 5

molecule: COc1cc(C)c(CNc2ccc(OC)c(OC)c2)cc1C
  A: 6	B: 20	C: 80*	D: -12	E: -15	F: 18	G: -1	H: 3	I: 13

molecule: CCn1cc(C(=O)NCc2ccc3c(c2)OCO3)c2cc(OC)c(OC)cc2c1=O
  A: -9	B: 9	C: 7	D: -4	E: 1	F: 2	G: 2	H: -13	I: 0

molecule: N/C(=N\NC(=O)c1ccc(Cl)cc1)c1cnccn1
  A: 4	B: 8	C: -1	D: -19	E: 16	F: 4	G: 4	H: -1	I: -4

molecule: Cn1cc(S(=O)(=O)N2CCC(Cc3ccccc3)CC2)c(=O)n(C)c1=O
  A: -3	B: 15	C: 14	D: -5	E: -3	F: 4	G: -1	H: -1	I: -6

molecule: COC(=O)N/C(C)=C1/NC(=O)c2ccccc2C(c2ccccc2)N1 (stereo not drawn)
  A: -5	B: 7	C: -5	D: -13	E: -4	F: -2	G: 2	H: -12	I: -3

molecule: CCOCCCNC(=O)c1cn(C)c(=O)c2cc(OC)c(OC)cc12
  A: 2	B: 16	C: 5	D: -4	E: 2	F: 4	G: 2	H: 0	I: 2

molecule: CCNc1cccc2c1C(=O)N(C)C2=O
  A: 3	B: 16	C: -3	D: -3	E: -40	F: 4	G: 1	H: -9	I: -3

molecule: Cn1nc(-c2ccccc2)c(C(O)c2ccc(Cl)cc2)c1Cl (stereo not drawn)
  A: -3	B: 6	C: -2	D: -8	E: -5	F: -3	G: 1	H: -15	I: 0

molecule: O=C(Cn1cc([N+](=O)[O-])cn1)Nc1nc2ccccc2s1
  A: 0	B: 6	C: 6[fluorescence artefact?]	D: -4	E: .	F: -3	G: -1	H: -11	I: 6

molecule: O=[N+]([O-])c1ccc(/C=C/C2=NN(c3ccccc3)C(c3ccco3)C2)o1 (stereo not drawn)
  A: 1	B: 4	C: 4	D: -8	E: -110	F: 0	G: 0	H: 0	I: 6

molecule: CCC(C)(C(=O)NC1CCCCC1)N(Cc1ccco1)C(=O)c1ccccn1 (stereo not drawn)
  A: -3	B: 54*	C: -9	D: -5	E: -1	F: 20	G: -1	H: -22	I: -2

molecule: Cc1ccccc1C(=O)N1CCN(c2nc(N3CCOCC3)nc(N3CCOCC3)n2)CC1
  A: 1	B: 11	C: 35[fluorescence artefact?]	D: .	E: .	F: 6	G: 2	H: 5	I: 23[fluorescence artefact?]

molecule: NC(=O)[C@@H]1CCCN1Cc1nc(Cc2cccc(C(F)(F)F)c2)no1
  A: -1	B: 13	C: -15	D: -3	E: .	F: 3	G: 1	H: 16	I: 3

molecule: O=C(Nc1nnc(-c2ccccc2)o1)Nc1ccc(F)cc1F
  A: 2	B: 9	C: -5	D: 3	E: 1	F: -2	G: -2	H: 0	I: 0

molecule: Cc1ccc2cc(CCNC(=O)c3ccco3)c(=O)[nH]c2c1C
  A: 4	B: 24	C: 21	D: -16	E: .	F: 19	G: 0	H: -5	I: -3

molecule: CC(CCO)Nc1nc2c([nH]1)c(=O)n(C)c(=O)n2C (stereo not drawn)
  A: 4	B: 2	C: 2	D: 24	E: 8	F: 0	G: -1	H: -14	I: -3

molecule: O=C(Nc1nccs1)c1nc(-c2ccccc2)n(-c2ccccc2)n1
  A: 9	B: 0	C: 6	D: -15	E: -5	F: -7	G: 0	H: 3	I: 3

molecule: NCCCn1cnc2ccccc21
  A: 0	B: 2	C: -13	D: -5	E: 27	F: -4	G: 2	H: -12	I: -3

molecule: c1cncc(-c2nc(NCc3ccco3)c3ccccc3n2)c1
  A: 9	B: 10	C: 67	D: -5	E: -2	F: 3	G: -2	H: 14	I: -2

molecule: N#Cc1nc(Cc2ccccc2)oc1N1CCN(c2cccc(Cl)c2)CC1
  A: 2	B: -6	C: 5[fluorescence artefact?]	D: -13	E: -5	F: -5	G: -3	H: 12	I: -4

molecule: CN(C(=S)Nc1ccc(SC(F)F)cc1)c1ccc(O)cc1
  A: -2	B: 9	C: 0[fluorescence artefact?]	D: -12	E: -1	F: 0	G: -2	H: 9	I: 3

molecule: O=C(O)CCCN1C(=O)/C(=C/c2ccc(-c3nc4ccccc4s3)o2)SC1=S
  A: -1	B: 12	C: -1	D: -9	E: .	F: 4	G: 2	H: -3	I: 0

molecule: COc1ccc2nc(Nc3nc(C)c(C(C)=O)s3)sc2c1
  A: 2	B: 9	C: -5	D: -30	E: -6	F: -5	G: 12*	H: -65	I: -1

molecule: CC(=O)N(c1ccccc1)c1c(F)c(F)c(F)c(F)c1F
  A: 5	B: 18	C: 9	D: -11	E: -5	F: 7	G: -2	H: 6	I: 4

molecule: Cc1ccc(-c2csc(N(CCCN(C)C)C(=O)c3ccco3)n2)cc1
  A: 1	B: 6	C: 5	D: 3	E: 2	F: -3	G: -2	H: 1	I: -4

molecule: O=C(COC(=O)c1ccc(F)cc1)Nc1ccccc1N1CCOCC1
  A: -1	B: 7	C: -10[fluorescence artefact?]	D: -5	E: -7	F: -3	G: -1	H: -12	I: -1

molecule: COc1ccc(C(=O)N(CC2CCCO2)C(C(=O)NC2CCCC2)c2ccc(C)cc2)cc1OC (stereo not drawn)
  A: -7	B: 19	C: 3	D: -27	E: -1	F: -3	G: -1	H: -14	I: -4

molecule: COc1cc(NC(=O)c2cccc(C)c2)c(Cl)cc1[N+](=O)[O-]
  A: 4	B: 12	C: 6	D: -9	E: .	F: 2	G: 1	H: -11	I: 1

molecule: COc1ccc(Cl)cc1-c1nc(SCC(=O)NCCN2C(=O)CSC2=O)n[nH]1
  A: 5	B: 12	C: -5	D: 6	E: .	F: 6	G: 3	H: -12	I: 2

molecule: COc1ccc(CC(=O)OCC(=O)NC(=O)NC23CC4CC(CC(C4)C2)C3)cc1
  A: -3	B: -5	C: 9	D: -2	E: 7	F: 0	G: -2	H: -13	I: 9
